High-throughput results (PubChem)
PfHsp90 yeast 2 = reduces growth (ATP signal) of yeast expressing P. falciparum Hsp90; S. cerevisiae expressing PfHsp90, BacTiter-Glo ATP, 48 h; yeast lacking PDR1 and PDR3 efflux regulators; inhibition, % at 9.4 µM; 310,000 tested, 0.32% active; AID 504621;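 active = every replicate shows inhibition above about 80%, whatever the replicate mean, limit read from the data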;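 note: 0% = DMSO neutral controls and 100% = 20 µM radicicol positive controls; yeast relying on Plasmodium falciparum Hsp90 in place of its own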
DSG3 Ab inh = inhibitors of pemphigus antibody binding to human desmoglein-3 | 310,000 tested, 0.48% active | DSG3-coupled beads, scFv-anti-DSG3-GFP binding, flow cytometry; stronger effect = lower value | binding (percent of control), % at 10 µM;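 active = binding more than 3 SD below its plate's average and above zero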;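 note: hits lower antibody fragment binding to DSG3; some compounds called inactive have numbers as strong as hits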
HTR5A inv ctr = counter-screen for OPRM1-OPRD1 inverse agonists: human HTR5A inverse agonism. inhibition, % at 9.3 µM. 340,000 tested, 0.083% active. HTR5A cell line, luminescence. P47898; in the data active = inhibition mostly above about 23%, no sharp cut-off; inactive = mostly below about 18%;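 note: 0% = cells with DMSO and 100% = no-cell wells with DMSO; some compounds called inactive have numbers as strong as hits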
Target sequence (P47898 whole entry, looked up): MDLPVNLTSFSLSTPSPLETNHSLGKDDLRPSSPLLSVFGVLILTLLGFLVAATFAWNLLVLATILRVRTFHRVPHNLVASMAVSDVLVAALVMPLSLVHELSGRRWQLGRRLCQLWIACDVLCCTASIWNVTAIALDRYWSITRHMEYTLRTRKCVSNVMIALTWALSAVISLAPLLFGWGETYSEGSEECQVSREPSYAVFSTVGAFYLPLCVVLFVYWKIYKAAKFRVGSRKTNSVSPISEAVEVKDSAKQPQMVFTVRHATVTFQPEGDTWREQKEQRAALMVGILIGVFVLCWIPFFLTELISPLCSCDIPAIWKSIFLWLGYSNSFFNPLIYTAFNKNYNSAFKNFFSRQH
HTR5A ag = HTR5A agonism, opioid heterodimer counter-screen | HTR5A agonist assay, luminescence, cell-based | activation, % at 9.3 µM | 340,000 tested, 0.61% active | AID 504692; in the data active = activation mostly above about 9.5%, no sharp cut-off; inactive = mostly below about 7.6%;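 note: 0% = cells with vehicle only and 100% = reference agonist; strong numbers were not always called active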
MOR-DOR ag = agonists of human mu-delta opioid receptor heterodimerization; P35372+P41143; cells, OPRM1-OPRD1 heterodimerization, luminescence; activation, % at 9.3 µM; 340,000 tested, 0.3% active; in the data active = activation above about 18%;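 note: 0% = vehicle-treated cells and 100% = reference agonist; values of inactives mirror those of a sister screen read the other way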
MOR-DOR inv ag = mu-delta opioid heterodimer inverse agonism; P35372+P41143; cell-based MOR-DOR heterodimer luminescence; inhibition, % at 9.3 µM; 340,000 tested, 0.21% active; AID 504357; in the data active = inhibition above about 22%, passing the limit was not always enough;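 note: 0% = cells with DMSO and 100% = wells without cells with DMSO; values of inactives mirror those of a sister screen read the other way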
Mot1-301 SUMO = SUMOylation pathway inhibition by Mot1-301 growth rescue; S. cerevisiae Mot1-301 growth rescue, ATP luminescence, 38.5C; percent above DMSO median, 100 means doubled; AID 2716; growth rescue, % at 18.8 µM; 320,000 tested, 1% active;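 active = every valid replicate shows activation above 250% relative to neutral control wells; inactive = the rest, any valid replicate at or below 250%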;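 note: OY570 slx delta 5 strain wells were the positive control but not used for scaling; some compounds called inactive have numbers as strong as hits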
phage Ecoli inh = E. coli growth loss with phage present. inhibition, % at 11.9 µM. 360,000 tested, 0.26% active. AID 651602. growth absorbance; in the data active = inhibition above about 11%
PKA-R1A act = PKA-R1A complex activation; P00514+P68181; PKA-R1A dissociation, Cy5-IP20 fluorescence polarization; scaled: DMSO 0%, 113 µM cGMP 100%; activation, % at 11.4 µM; 340,000 tested, 0.083% active;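 active = percent activation above the mean of all tested compounds plus 3 SD, cut at about 19% in these data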;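 note: higher means more PKAc released from R1A so a rise in polarization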
AddAB inh = less growth of phage-infected E. coli with AddAB; 330,000 tested, 0.29% active; E. coli expressing H. pylori AddAB, absorbance growth; inhibition, % at 11.9 µM; AID 435030; in the data active = inhibition above about 12%;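 note: 0% = vehicle wells of infected cells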
Ecoli viability = bacterial growth inhibition, counter-screen for AddAB inhibitors | E. coli V3065 growth, OD600 absorbance, 18 h | inhibition, % at 11.9 µM | 330,000 tested, 0.27% active;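 active = inhibition above the campaign's mean inhibition across all tested compounds plus 3 SD, cut at about 9.9% in these data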;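 note: uninfected addAB+ strain grown without phage in ampicillin broth; 0% = DMSO wells and 100% = ciprofloxacin 0.95 µg/ml wells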
The depositor's hits bear a star; / = not tested or not shown; + = active, no number.

Compound,phage Ecoli inh,HTR5A inv ctr,AddAB inh,PKA-R1A act,DSG3 Ab inh,MOR-DOR ag,MOR-DOR inv ag,Ecoli viability,PfHsp90 yeast 2,HTR5A ag,Mot1-301 SUMO
COc1ccc(N(CC(=O)NCCSCc2ccccc2Cl)S(C)(=O)=O)cc1Cl,1.0,-10,3.1,-17,92,0.6,-3,1.6,-5,3,8
Cc1cc(C)cc(NC(=O)COC(=O)c2cccc(S(=O)(=O)N3CCCCC3)c2)c1,1.7,-5,1.6,-11,111,0.9,-4,1.9,2,2,8
COc1ccc(Cl)cc1NC(=S)N1CCCCCC1,2.6,-13,2.1,-1,/,-0.6,3,0.0,-6,1,-6
CC(C)CN1C(Nc2ccccc2)=NC[C@@H]1C,2.2,-18,5.5,5,103,-2.8,13,2.7,0,-1,-34
CCC1CCCCN1S(=O)(=O)c1ccc(NC(=O)c2cccs2)cc1 (stereo unspecified),-1.6,9,0.9,-9,96,2.0,-12,1.6,-39,0,3
CCC(=O)Nc1cc(-c2nc3ncccc3o2)ccc1Cl,5.3,-4,3.4,-2,127,-0.8,4,0.2,37,1,2
COc1ccc(CCNC(=O)NCCc2c[nH]c3ccccc23)cc1OC,-1.3,-15,-1.9,-11,97,-3.6,16,-0.3,1,4,6
COc1ccccc1CC(=O)O/N=C(\N)c1cccc([N+](=O)[O-])c1,1.4,9,-0.2,-1,105,4.3,-25,0.2,0,3,-22
CCCc1nc2sc(C(=O)OCC)c(N)c2c2c1COC(C)(C)C2,2.2,6,3.2,-8,/,-2.2,9,-0.4,0,-3,4
COc1ccc(S(=O)(=O)Nc2ccc(S(=O)(=O)N3CCCCC3)cc2)cc1OC,4.0,5,4.3,-9,/,-1.1,6,0.5,5,-1,-16
Cc1ccc(NC(=O)C/C(N)=N/OC(=O)c2ccccc2)cc1,2.2,-21,-2.1,0,105,9.2,-48,1.4,-15,15*,-9
CCCc1nnc(NC(=O)CCCN2C(=O)c3ccccc3C2=O)s1,1.4,-11,3.5,10,/,-3.4,14,0.7,6,5,5
Cc1ccccc1S(=O)(=O)c1cc(C#N)c(=O)[nH]c1N,4.3,10,0.2,-8,89,-0.3,2,0.1,-5,-4,11
Cc1ccc(S(=O)(=O)N2CC(O)C[C@H]2C(=O)OCC(=O)N2CCN(c3ccc(F)cc3)CC2)cc1C (stereo partly specified),1.2,-6,/,2,103,0.0,0,/,/,4,/
Nc1[nH][nH]c(=O)c1N=Nc1ccccc1,-0.2,14,/,-6,91,-3.8,19,/,-13,-4,/
CCOc1ccc(NC(=O)CSc2nnc(C3CC3)n2C2CC2)cc1,-1.6,5,-1.6,-3,101,-5.4,21,-3.9,-7,-4,14
CC(=C1C(=O)c2ccccc2C1=O)N1CCN(c2ccc(F)cc2)CC1,3.5,-16,0.1,-4,107,-0.7,4,-0.2,-1,10,-10
CCOc1ccc(C(=O)Nc2c3c(nn2C(C)(C)C)CSC3)cc1OCC,3.8,-2,2.1,-6,101,-0.9,5,-1.3,-1,-1,-25
COc1ccccc1OCCn1cc(C(=O)O)c2ccccc21,4.1,15,1.6,-8,121,-0.1,1,-0.5,2,2,445
COc1ccc(NC(=O)CCNS(=O)(=O)c2cc(Br)ccc2Br)cc1S(N)(=O)=O,5.2,0,3.8,-9,90,0.3,-2,-1.1,-7,0,8
Cc1ccc(SCC(=O)OCC(=O)N(C)CC(=O)Nc2ccc(F)cc2)cc1C,4.3,8,0.0,-4,97,-1.5,8,-0.3,/,-3,-2
CCC(=O)N1CCC(c2ccc(OC)cc2)=N1,2.5,1,1.5,-9,85,-0.4,3,-4.4,/,0,2
COc1cc2c(cc1NC(=O)c1ccc(C(C)(C)C)cc1)CCCC2,0.8,0,4.8,-4,98,4.2,-23,0.3,25,0,3
Cc1nc(SCC(=O)N2CC(C)OC(C)C2)nc(C)c1C (stereo unspecified),2.6,-14,3.1,-4,98,-1.6,9,-1.0,0,3,-3
O=C(Nc1ccccc1)N1CCC(C(=O)N(Cc2ccco2)Cc2cccs2)CC1,2.0,21,-1.8,5,102,-2.3,12,-4.2,/,-8,/
COc1ccc2c(=O)cc(CO)oc2c1,2.3,2,4.2,-5,97,-0.4,2,2.5,11,-1,0
Cc1cc(N2C(=O)C(=O)/C(=C(/O)c3ccc(F)cc3)C2c2ccc(Cl)cc2)no1 (stereo unspecified),2.4,-8,1.4,-2,105,-0.9,5,2.5,12,1,14
Cn1cccc1C(=O)NC(=O)COC(=O)c1ccccc1O,3.4,-6,-0.9,0,105,0.7,-4,-1.8,14,2,77
Cc1nnc(NC(=O)c2ccc(-c3cccc(C(F)(F)F)c3)o2)s1,-1.6,23,-1.4,-5,109,-0.6,3,0.4,1,3,+
CC(=O)N1N=C(c2ccc(C)cc2)CC1c1ccc2c(c1)OCO2 (stereo unspecified),1.1,-29,0.7,-6,/,-0.8,4,2.9,-8,-1,-8
O=C(NCc1ccccc1)c1ccc(C2SCC(=O)N2Cc2ccccc2)cc1 (stereo unspecified),3.9,-28,1.2,2,109,5.5,-27,-1.0,-5,11,-1
CCC/C=C(\CCC)C(NC(=O)OCC(C)C)c1ccc(C(=O)OC)cc1 (stereo unspecified),2.8,5,1.4,-2,98,3.0,-17,1.5,-1,4,7
COc1cccc(N2C(=O)CC(NNC(=O)c3cccs3)C2=O)c1 (stereo unspecified),1.4,-3,4.2,-10,97,-1.4,8,1.4,24,2,132
COc1ccc(Cl)cc1-c1nc(SCC(=O)NC2CC2)n[nH]1,3.6,-3,4.2,4,95,-2.5,13,-1.3,2,1,20
CC1Sc2ccc(S(=O)(=O)CCC(=O)NC3CCCCC3C)cc2NC1=O (stereo unspecified),-3.2,-4,3.0,-2,101,-2.4,12,-1.8,-36,-3,40
Cc1cnc(C(=O)OCC(=O)NC(C)C)cn1,1.5,-25,0.6,4,93,1.3,-6,4.9,/,6,-7
Cc1ccc(-n2c(C)cc(/C=N/NC(=O)c3ccncc3)c2C)cc1,0.6,12,0.0,4,104,-1.1,6,-0.8,-5,0,7
CN1CCC(NC(=O)CCc2ccccc2)CC1,1.7,-1,1.1,-2,118,-2.7,13,-2.5,24,0,15
O=S(=O)(N1CCCCCC1)N1CCNCC1,-0.2,1,4.2,2,124,-3.4,17,0.3,10,0,-9
Cc1ccc2nsnc2c1S(=O)(=O)N1CCN(CCc2ccccc2)CC1,3.0,-1,2.4,-3,/,2.3,-12,-0.1,/,0,72
Cc1cc(C)n(/N=C/c2ccccc2O)c(=O)c1,2.7,13,4.1,8,106,0.1,0,1.2,-3,0,312
COc1ccc(-c2nnn(CC(=O)N(Cc3cccs3)C(C)C(=O)NCCC(C)C)n2)cc1OC (stereo unspecified),0.9,-14,1.1,0,108,-2.2,12,-0.7,-6,5,-22
COC(=O)c1c(C)n(-c2ccc(OC)cc2)c2ccc(O)cc12,2.9,-14,3.1,1,113,-0.7,3,-1.0,3,1,234
Cc1ccnc(NC(=O)CNC(=O)c2ccccc2)c1,1.0,12,3.6,7,107,-2.9,14,1.1,-4,-4,12
Cc1cccc2cc(COC(=O)C(C)C)c(=O)[nH]c12,2.5,-4,-0.2,11,97,-1.9,11,0.9,-1,2,-16
Cc1c(CN2CCC(C(=O)Nc3cccc(-c4cccc(Cl)c4)c3)CC2)cnn1C,0.3,-14,1.4,0,115,0.2,-1,-0.7,-20,4,232
COc1ccc(NC(=O)c2sc3cc(C(F)(F)F)cnc3c2-c2cccs2)cc1,1.7,25,4.5,-6,/,0.0,0,0.0,2,-10,1
COc1ccc(OC)c(NC(=O)CC(Cc2ccccc2OC)C(=O)O)c1 (stereo unspecified),1.9,-2,1.3,-4,99,-1.2,7,0.6,16,0,2
CCOc1ccc(C2/C(=C(\O)c3c(C)[nH]c(C(=O)OC)c3C)C(=O)C(=O)N2CCN(C)C)cc1 (stereo unspecified),/,14,0.9,-2,106,-0.2,1,2.2,17,7,281
OC(COc1ccc(Cl)cc1Cl)Cn1ccnc1 (stereo unspecified),1.4,1,0.9,2,92,-3.3,15,2.7,-1,0,0
Clc1nc(NCc2cccnc2)nc(N2CCOCC2)n1,1.4,-5,1.6,-1,99,-1.7,10,0.1,4,-3,11
CCOC(=O)c1cc(-c2ccccc2)nc2c1c(C)nn2-c1ccccn1,0.3,1,1.1,8,105,2.1,-10,0.1,/,-1,6
CCOc1ccc(-c2csc3nc[nH]c(=O)c23)cc1,4.2,1,4.7,0,102,-2.0,9,2.6,3,0,223
COc1cc(/C=N/Nc2nc(Nc3ccc(C)cc3)nc(-n3nc(C)cc3C)n2)cc(OC)c1OC,-0.9,-1,-5.3,-3,103,3.1,-16,-2.0,-115,-1,5
Cc1cc(O)c(C(C)C)cc1N=Cc1ccccc1O,-1.0,3,3.3,-6,92,-1.4,7,2.6,-9,-1,-1
Cc1cccc(OCC(=O)NC2CCCC2)c1,0.2,7,2.7,3,93,-0.6,3,0.9,4,-3,-13
Nc1nonc1-n1nnc(C(=O)N/N=C/c2cccc(F)c2)c1CN1CCCC1,2.3,-3,7.1,5,/,0.7,-4,2.7,20,1,6
COCc1cc(C)nc(SCc2nc3ccccc3c(=O)[nH]2)c1C#N,3.8,-8,2.0,1,95,-0.6,3,0.6,6,3,-7
COc1ccc(S(=O)(=O)N2CCOCC2)cc1NC(=O)CSc1nc(C)c(C)c(C)n1,0.1,3,0.5,-5,117,-2.5,12,-3.4,-11,-1,-4
CCOC(=O)c1c(C)n(C)c2ccc(OCC(O)CN(CC)CC)cc12 (stereo unspecified),0.7,-2,1.8,-4,100,-1.0,6,1.4,-22,1,4

Going on with the list:
Compound,phage Ecoli inh,HTR5A inv ctr,AddAB inh,PKA-R1A act,DSG3 Ab inh,MOR-DOR ag,MOR-DOR inv ag,Ecoli viability,PfHsp90 yeast 2,HTR5A ag,Mot1-301 SUMO
O=C(NC1=NCCS1)c1ccc2c(c1)C(=O)N(Cc1ccco1)C2=O,4.7,-7,-1.4,-7,102,-2.5,13,-2.5,1,5,1
CCOc1ccc2nc(NC(=S)NCc3ccccc3)sc2c1,-1.7,-31,-2.9,0,103,1.8,-10,-3.6,/,0,/
COc1ccc(C(=O)N/C(=C\c2cn(C)c3ccccc23)C(=O)OCCN(C)C)cc1,2.7,-8,1.0,-4,113,-3.3,17,-1.7,3,-3,507*
Cc1cc(C)cc(NC(=O)c2cc(C)nc3ccccc23)c1,0.2,3,1.0,-12,99,-3.1,14,2.4,-3,-1,-5
O=C(Nc1ccccc1)C(=O)c1c[nH]c2ccccc12,2.7,8,3.8,-3,95,1.3,-6,1.7,10,-2,2
